RMI FANCM FP: inhibitors of human RMI core complex binding to FANCM MM2. 70,000 tested, 0.58% active. Fluorescence polarization, RMI core complex with F-MM2 peptide; active compounds read low. FP signal (polarization) at 33 µM; in the data active = FP signal below about 40; also: inactives centre near 61; strong numbers were not always called active; unit not given here
An asterisk follows results filed as active; & = joins results of further samples.

SMILES | RMI FANCM FP
CCCS(=O)(=O)N1CCc2ccc(NC(=O)CN3C(=O)c4ccccc4C3=O)cc2C1 | 69
COc1ccc(CCNC(=O)C(=O)Nc2ccc([N+](=O)[O-])cc2C)cc1OC | 49
CC(C)(Oc1ccc(Cl)cc1)C(=O)NCCn1ncc2c(=O)n(Cc3cccc([N+](=O)[O-])c3)cnc21 | 66
Cc1[nH]c(=O)[nH]c(=O)c1CCc1nnc(SCC(=O)Nc2nccs2)o1 | 62
CCN(CC)c1ccc(/C=N\NC(=O)CCC2C(=O)NN=C2C)cc1 (stereo not drawn) | 58
COc1ccc(Nc2nc(Nc3ccc(C)c(C)c3)nc3nccnc23)cc1 | 66
COc1cc(N)c2ncccc2c1 | 58
COc1ccc(NC(=O)c2ccc(=O)n(C)n2)c(OC)c1 | 62
COc1ccc(CC(=O)Nc2ccc(SC)nn2)cc1OC | 65
COc1ccc(CC(=O)NNC(=O)CSCC(=O)O)cc1OC | 53
CCOC(=O)Cc1csc(NC(=O)CSc2nnc3ccccn23)n1 | 61
CCc1nnc(-c2ccc(NC(=O)c3ccc4c(c3)OCO4)cc2)o1 | 69
Cc1cc(C)c(S(=O)(=O)Oc2ccc(C(C)C)c(C)c2)c(C)c1 | 54
CN1N=C(c2ccc3ccccc3c2)CC1c1ccc(C(F)(F)F)cc1 (stereo not drawn) | 47
CCOC(=O)/C(C#N)=N\Nc1ccsc1C(=O)OC | 55
Cc1ccc2c(c1)sc(=NC(=O)c1ccc(S(=O)(=O)N(CCC#N)CCC#N)cc1)n2C | 86
C=CC[n+]1c(-c2ccc(Br)cc2)csc1NNC(=O)c1ccc(Br)cc1 | 57
O=C(NC1CC1)c1ccc(OCc2ccc3ccccc3n2)cc1 | 59
O=C(NCc1ccncc1)C(=O)Nc1cccc(N2CCCCC2=O)c1 | 54
Cc1cc(NC(=O)CSc2nc(N)c(NC(=O)c3ccc(F)c(F)c3)c(=O)[nH]2)no1 | 70
O=C(Nc1ccccc1[N+](=O)[O-])C(=O)N1CCN(c2ccccc2F)CC1 | 50
CCC(C)Sc1nnc(NC(=O)c2c(F)cccc2Cl)s1 (stereo not drawn) | 61
Cc1[nH]c2ccccc2c1C(c1ccc(Cl)cc1Cl)C(C#N)C#N (stereo not drawn) | 70
Cc1ccccc1Cn1cnc2c(cnn2CCNC(=O)c2cc3ccccc3o2)c1=O | 69
CC(C)(C)n1nc2c(c1NC(=O)c1c(F)cccc1Cl)CS(=O)(=O)C2 | 63
Cc1cc(C(F)(F)F)nc(SCC(=O)N2CCOCC2)n1 | 63
COc1ccc(Cl)cc1C(=O)NCC1CCN(Cc2cccs2)CC1 | 74
Cc1cc2cc(CNC(=O)c3ccccc3Cl)ccc2n1C | 30*
CCOc1ccc(-n2nnnc2CNC(=O)Nc2cccc(C)c2)cc1 | 56
S=C(NCc1ccncc1)NCc1ccco1 | 54
C#CCSc1nc(C(OC)OC)c(C(=O)OC)cc1C#N | 51
N#Cc1ccc(SCCOC(=O)c2cccs2)c([N+](=O)[O-])c1 | 66
Cc1cc(=O)[nH]c(-n2nc(C)cc2NC(=O)C(C)C)n1 | 69
COc1ccc(S(=O)(=O)N2CCCC2c2cccs2)cc1 (stereo not drawn) | 63
COc1ccc(NC(=O)C(=O)NCC(c2ccc3c(c2)CCN3C)N2CCN(C)CC2)c(OC)c1 (stereo not drawn) | 61
C/C(=N/Oc1nc(-c2ccccc2)ns1)c1cccs1 | 86
C=CCNC(=S)Nc1sc2c(c1C#N)CCCC2 | 53
Cc1ccc(NC(=O)N2CCN(c3ccc(-c4ccccc4C)nn3)CC2)cc1C | 73
COc1ccc2c(CC(=O)Nc3cccc(C(F)(F)F)c3)cc(=O)oc2c1 | 80
N#Cc1ccc(S(=O)(=O)N2CCN(c3nc4ccc(Cl)cc4s3)CC2)cc1 | 55
CCCCOc1ccc(C(=O)N(C)c2nnc(C34CC5CC(CC(C5)C3)C4)s2)cc1 | 52
Cn1c(CNC(=O)OC(C)(C)C)nnc1SCC(=O)c1ccc(Cl)cc1 | 55
Cc1ccc(NC(=O)CSc2nc3c(sc(=S)n3-c3ccc(Cl)cc3)c(=O)[nH]2)cc1C | 62
O=C(Nc1ccc(-c2ccc3nnc(-c4ccccn4)n3n2)cc1)c1ccc(Cl)nc1 | 63
Cc1[nH]c(=O)[nH]c(=O)c1CCc1nnc(SCC(=O)NCc2ccco2)o1 | 60
Cc1cccc(-c2noc(CN3C(=O)COc4cc(Cl)ccc43)n2)c1 | 83
O=C1CN(C(=O)C2CCCCN2S(=O)(=O)c2cccs2)c2ccccc2N1 (stereo not drawn) | 56
CN1[C@@H]2CCC[C@H]1CC(NC(=O)c1nn(C)c3ccccc13)C2 (stereo partly drawn) | 66
O=C(CCCn1nc(-c2cccnc2)ccc1=O)Nc1ccc(OC(F)(F)F)cc1 | 63
Cn1nc(-c2cccc(NS(=O)(=O)c3ccc(F)c(Cl)c3)c2)ccc1=O | 53
(listing goes on)
SMILES | RMI FANCM FP
O=C(O)CN(CCOCCOCCN(CC(=O)O)CC(=O)O)CC(=O)O | 54
NS(=O)(=O)c1ccc2c(c1)C(=O)c1ccccc1C2=O | 66
Cc1nc(C)c(-c2ccc(SCC(=O)Nc3ccc(F)cc3F)nn2)s1 | 59
C/C=C/C(=O)Nc1cc(C)nn1-c1nc2c(c(=O)[nH]1)CCC2 | 70
Cc1c(C)c(C)c(CSCC(=O)N/N=C\c2ccncc2)c(C)c1C | 54
CC(C)c1nnc(NC(=O)c2ccc(Cl)c([N+](=O)[O-])c2)s1 | 57
CC(C)c1ccc(-c2csc(NC(=O)c3ccc(S(=O)(=O)N(C)C)cc3)n2)cc1 | 54
O=C(Nc1nc2c(s1)Cc1ccccc1-2)c1ccc(S(=O)(=O)N2CCCCC2)cc1 | 78
CCOC(=O)c1ccc(-n2c(C)c3cnc4nn(-c5ccccc5)c(=O)c-4cc3c2C)cc1 | 57
Cc1cc(C(=O)Nc2nc(-c3cc4ccccc4o3)cs2)n(C)n1 | 59
CC(=O)c1c(C)cn(CC(O)CN2CCNCC2)c1C (stereo not drawn) | 64
O=C(CC(NCCCO)C(=O)O)Nc1cccc(C(F)(F)F)c1 (stereo not drawn) | 55
Cc1ccc2[nH]c3c(=O)n(CCC(=O)NCc4cccs4)cnc3c2c1 | 63
O=C(O)CCCC(=O)Nc1cccc(F)c1C(=O)O | 60
O=C1C(Sc2ccc(Cl)cc2)C(C(F)(F)F)=NN1c1ccccc1 (stereo not drawn) | 59
Cc1ccc(-c2nnc(Cn3cnc4ccccc43)o2)cc1 | 67
O=C(CSc1ccc2nnc(-c3ccncc3)n2n1)N1CCOCC1 | 58
O=C(Nc1ccc2c(=O)c3ccccc3oc2c1)c1cccs1 | 106
Cc1ccc2oc(=O)c(S(=O)(=O)c3ccc(F)c(Cl)c3)cc2c1 | 68
Cc1ccnc(NC(=O)C(=O)NC(=O)c2c(F)cccc2Cl)c1 | 59
O=S(=O)(Cc1cccc(C(F)(F)F)c1)NCc1cccs1 | 56
Fc1cccc(Cl)c1CN1CCN(CCCNc2nc(-c3ccccc3)ns2)CC1 | 51
COc1cc(C(=O)NCC(c2ccccc2)c2c[nH]c3ccccc23)cc(OC)c1OC (stereo not drawn) | 65
Cn1c(=O)c(C(=O)Nc2ccc(F)cc2F)cc2cccnc21 | 58
O=C(NCc1cccs1)C(=O)NCC(c1ccsc1)N1CCc2ccccc2C1 (stereo not drawn) | 65
Cc1ccccc1C(=O)Nc1ccc2c(c1)N(CCC(C)C)C(=O)C(C)(C)CO2 | 73
O=S(=O)(NCc1c(Cl)cccc1Oc1ccccc1)c1ccc(F)cc1 | 51
O=C(O)c1cccc([N+](=O)[O-])c1C(=O)NCCc1ccccc1 | 60
CCOc1ccccc1NC(=O)c1sc(=S)n(-c2ccc(OC)cc2OC)c1N | 65
C/C=C(\C)C(=O)Nc1ccccc1CC1c2ccccc2CCN1C (stereo not drawn) | 66

Sorted by molecular weight (smallest number first): 3 of the compounds above.
SMILES | RMI FANCM FP
COc1ccc(NC(=O)c2ccc(=O)n(C)n2)c(OC)c1 | 62
Cn1c(=O)c(C(=O)Nc2ccc(F)cc2F)cc2cccnc21 | 58
O=C(Nc1ccccc1[N+](=O)[O-])C(=O)N1CCN(c2ccccc2F)CC1 | 50

(continued)
SMILES | RMI FANCM FP
O=S(=O)(Nc1ccccc1-c1nc2ccccc2s1)c1ccc(Cl)cc1 | 51
Nc1ccc(-c2csc(N)n2)cc1 | 69
Cc1cccc(-n2ncc3c(=O)[nH]c(-n4nc(C)cc4NC(=O)C(C)Oc4ccccc4)nc32)c1 (stereo not drawn) | 65
Cc1cccc(NC(=O)N2CCCC(c3nnc(-c4ccc5c(c4)OCO5)o3)C2)c1 (stereo not drawn) | 63
C=CCn1c(SCc2ccc(Cl)cc2)nc2sc(-c3ccccc3)cc2c1=O | 68
O=C(Nc1ccc(OC(F)(F)F)cc1Br)c1cnccn1 | 55
O=C(c1cccc(F)c1)N(CCCn1ccnc1)c1nc2ccc(Cl)cc2s1 | 51
COc1ccc(NC(=O)Cn2nc(-c3ccco3)c3sc(N4CCCCC4)nc3c2=O)c(OC)c1 | 69
COCCCn1c(=O)c2ccccc2n(Cc2nc(-c3cccc(C)c3)no2)c1=O | 60
O=C(/C=C/c1ccc(Br)cc1)C12CC3CC(CC(C3)C1)C2 | 55
CC1(C)C=Cc2c(c3occc3c3oc(-c4ccccc4)cc(=O)c23)O1 | 54
COc1ccc(-c2ccc(=O)n(CCNC(=O)C(C)Oc3ccc4c(c3)OCO4)n2)cc1 (stereo not drawn) | 73
Cc1ccc(-n2c(C)nc3ccc(NC(=O)Cc4cccc(C)c4)cc3c2=O)cc1 | 64
O=C(Cc1ccccc1)Nc1nnc(-c2cc(Cl)ccc2Cl)o1 | 54
Cn1cccc(C(=O)N2CCC(c3nnc(-c4ccc(F)cc4)o3)CC2)c1=O | 58
O=C(CC(NCc1cccnc1)C(=O)O)Nc1ccc2ccccc2c1 (stereo not drawn) | 52
CCc1nc(N)nc(N)c1-c1ccc(Cl)cc1 | 64&37&-76
CCCN(CCC)c1ccc(C(=S)N2CCN(C(=S)Nc3ccccc3)CC2)cc1 | 60
O=C(COc1ccc(Cl)cc1)NCC1CCN(Cc2cccs2)CC1 | 74
Cn1cnnc1SCC(=O)Nc1nccs1 | 57
COC(=O)C(C)(N)Cc1ccc(O)cc1 (stereo not drawn) | 50
Cc1cc(O)c(C(c2cccs2)c2c(O)cc(C)[nH]c2=O)c(=O)[nH]1 | 55
CCOC(=O)c1ccc(N=Cc2ccc(OC(=O)c3ccc(F)cc3)c(OC)c2)cc1 | 60
CN(C)S(=O)(=O)c1ccc(NC(=O)c2cncc(Br)c2)cc1 | 59
COCCN1CCC(CNC(=O)C(=O)Nc2ccccc2)CC1 | 73
Cc1cccc(S(=O)(=O)Nc2ccc(F)cc2)c1 | 52
COc1cc([N+](=O)[O-])cc2sc(NC(=O)c3ccc(Br)cc3F)nc12 | 138
Cc1cc(C)c2nc(C)cc(NC(=O)c3ccncc3)c2c1 | 66
CCOc1ccccc1NC(=O)Cn1cccc(-c2nc(-c3ccc(Br)cc3)no2)c1=O | 128
CCOc1ccc(-c2nc(NC(=O)c3ccno3)sc2C)cc1 | 51
CS(=O)(=O)N1CCC(C(=O)Nc2nc3c(s2)COc2ccccc2-3)CC1 | 64
O=C(COc1ccc(Cl)cc1)OCc1cc(-c2cccs2)on1 | 55
Cc1nc(SCc2nc(-c3ccc4c(c3)OCO4)no2)[nH]c(=O)c1CCO | 65
CCOc1ccc(-c2noc(-c3oc4ccc(S(=O)(=O)N5CCSCC5)cc4c3C)n2)cc1 | 70
CC(=O)c1cccc(NC(=O)c2cc3nc(C)ccc3o2)c1 | 56
COCCn1c(SCc2ccc(C(=O)OC)o2)nc2c([nH]c3ccccc32)c1=O | 62
CCS(=O)(=O)N1CCc2ccc(NS(=O)(=O)c3ccc(F)c(C)c3)cc2C1 | 64
CSc1nn(-c2ccccc2)c(N)c1S(=O)(=O)c1ccc(Cl)cc1 | 55
Cc1ccccc1CSC1=NCCN1C(=O)c1ccccc1F | 66
CCc1ccc(-c2cc3c(=O)n(Cc4nc(-c5ccc(Br)cc5)no4)ccn3n2)cc1 | 89
COc1ccc(N2CCCS2(=O)=O)cc1NC(=O)C(=O)NCCC(C)C | 61
CCCc1nnc(NC(=O)CSc2ncc(-c3ccccc3)[nH]2)s1 | 53
Cc1ccc2c(c1)C1(OCCCO1)C(=O)N2CC#N | 63
COc1cc(C(F)(F)F)cc(C(F)(F)F)c1C(N)=O | 52
Cc1ccc(S(=O)(=O)Nc2ccccc2-c2nnc(-c3ccc(Cl)cc3)o2)cc1 | 56
CC(C)C(=O)Nc1ccc(SCC(=O)Nc2ccccc2Cl)nn1 | 68
COc1ccc(Br)c(C(=O)/C(C#N)=C/c2ccc(N(C)C)cc2)c1 | 50
CCCN[C@H]1CCc2nc(N)sc2C1 | 56&59

By substructure: the entries above with an NH in an aromatic ring
SMILES | RMI FANCM FP
Cc1[nH]c(=O)[nH]c(=O)c1CCc1nnc(SCC(=O)Nc2nccs2)o1 | 62
Cc1cc(NC(=O)CSc2nc(N)c(NC(=O)c3ccc(F)c(F)c3)c(=O)[nH]2)no1 | 70
Cc1[nH]c2ccccc2c1C(c1ccc(Cl)cc1Cl)C(C#N)C#N (stereo not drawn) | 70
Cc1cc(=O)[nH]c(-n2nc(C)cc2NC(=O)C(C)C)n1 | 69
Cc1ccc(NC(=O)CSc2nc3c(sc(=S)n3-c3ccc(Cl)cc3)c(=O)[nH]2)cc1C | 62
Cc1[nH]c(=O)[nH]c(=O)c1CCc1nnc(SCC(=O)NCc2ccco2)o1 | 60
C/C=C/C(=O)Nc1cc(C)nn1-c1nc2c(c(=O)[nH]1)CCC2 | 70
Cc1ccc2[nH]c3c(=O)n(CCC(=O)NCc4cccs4)cnc3c2c1 | 63
COc1cc(C(=O)NCC(c2ccccc2)c2c[nH]c3ccccc23)cc(OC)c1OC (stereo not drawn) | 65
Cc1cccc(-n2ncc3c(=O)[nH]c(-n4nc(C)cc4NC(=O)C(C)Oc4ccccc4)nc32)c1 (stereo not drawn) | 65
Cc1cc(O)c(C(c2cccs2)c2c(O)cc(C)[nH]c2=O)c(=O)[nH]1 | 55
Cc1nc(SCc2nc(-c3ccc4c(c3)OCO4)no2)[nH]c(=O)c1CCO | 65
COCCn1c(SCc2ccc(C(=O)OC)o2)nc2c([nH]c3ccccc32)c1=O | 62
CCCc1nnc(NC(=O)CSc2ncc(-c3ccccc3)[nH]2)s1 | 53

The list is partial, so the mix of outcomes need not match the whole.
